Cneo AK release: Cryptococcus neoformans cell lysis inducers, primary screen, AK release luminescence, single concentration; C. neoformans lysis, adenylate kinase release luminescence, 4 h; normalised: neutral wells 0, clomiphene wells 100; lysis activity, % at 15 µM; 0.2% of 360,000 active;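 active = mean lysis activity across replicates of at least 80%, whatever share of replicates individually reach that level; inactive = mean lysis activity below 80%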
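Assay system: C. neoformans cells. Amount: yeast cell density of 5 × 10^6 cells/mL. Technique: AK luminescence. Buffer or medium: YPD. Times: static 4 h at 37 °C with compound, 1 h detection. Dosing: single-point compound dose. Read-out: lysis from increased AK signal.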
GSIS activator: GLuc luminescence reporter in INS-1E cells, primary screen for activators of glucose-dependent secretion of insulin | INS-1E GLuc reporter insulin secretion, 2-3 h | activation, % at 16.6 µM | 0.61% of 370,000 active;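 active = lowest replicate activation of at least 40%, so every replicate reaches that level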;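 note: 0% = median of neutral control wells and 100% = median of IBMX positive control wells; some compounds called inactive have numbers as strong as hits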
C2C12 statin: suppressors of statin myotoxicity in C2C12 myotubes, primary screen, cell-based, single point, plate reader; 0.78% of 330,000 active; rescue of ATP level, % at 7.49 µM; C2C12 myotubes + simvastatin, ATP luminescence, 48 h; scaled: DMSO 0, geranylgeraniol control 100; AID 602340, 2012;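 active = mean ATP rescue above about 67%, or every replicate alone reaching that limit, limit read from the data, passing the limit was not always enough; inconclusive = no clear call, values can overlap the other calls; inactive = mean under the limit and some replicate under it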;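 note: myotubes were challenged with 10 µM simvastatin during compound exposure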
PGC1a acetyl inh: inhibitors of PGC1a acetylation signal, primary screen, cell-based, U2OS, AlphaScreen, inhibitor mode | AlphaScreen anti-acetyl-lysine; with virally co-expressed GCN5 acetyltransferase | inhibition, % at 15.6 µM | 0.17% of 350,000 active;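 active = every replicate shows inhibition of at least 40%; inconclusive = mean inhibition at least 40% but some replicate below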;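 note: 0% = neutral control wells and 100% = positive control wells; some results beyond the cut were filed as inactive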
PglD DTNB: C. jejuni PglD acetyltransferase inhibitors, primary screen, biochemical, DTNB colorimetric, single point | AID 602405, 2012 | inhibition, % at 12.5 µM | 0.098% of 360,000 active | purified PglD enzyme, DTNB colorimetric CoA detection; in the data active = inhibition above about 16%, passing the limit was not always enough; inconclusive = no clear call, values can overlap the other calls; note: strong numbers were not always called active
ARNT-TACC3 inh: disruptors of ARNT/TACC3 protein interaction, primary screen, biochemical, AlphaScreen, single concentration; AlphaScreen His-ARNT PAS-B/GST-TACC3 binding, luminescence; TACC3 fragment carries E629A point mutation; inhibition, % at 9.99 µM; 0.66% of 390,000 active; AID 623870, 2012;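 active = mean inhibition of replicates at least 50% and at least half of replicates each reaching 50%; inconclusive = half or more replicates reach 50% but mean below 50%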;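 note: 0% = complete ARNT plus TACC3 wells and 100% = ARNT alone without TACC3; many hits fall short of the cut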
PAX8 inh HTS: inhibitors of PAX8-driven TPO luciferase reporter, primary screen, RMG-I cells, single concentration. inhibition, % at 12.6 µM. 1.2% of 360,000 active. SteadyGlo, 24 h. AID 652154, 2013;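 active = mean replicate inhibition at least 60% with every replicate also reaching 60%; inconclusive = only one of the two criteria is met; inactive = mean below 60% and not all replicates reaching 60%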;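 note: luciferase light reporting Pax8 driven TPO promoter activity; plate controls were median of neutral control wells for no effect and mitoxantrone controls for full effect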
LGR2 antag: inhibitors of bursicon-induced LGR2 CRE-luciferase signal, primary screen, cell-based, HEK293, CRE-luciferase reporter, bursicon stimulation; Drosophila bursicon receptor LGR2 (rickets); inhibition, % at 9.99 µM; bursicon-stimulated, 4 h; 0.35% of 380,000 active;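 active = drop in luminescence signal, shown as inhibition above about 50% in the replicate tests, limit read from the data, passing the limit was not always enough; inconclusive = probably only some replicates passing the limit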;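 note: agonist challenge used bursicon conditioned medium at about half maximal strength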
* hit, by the source's call; ? = inconclusive; / = not tested or not shown; & = joins results of further samples.

Results follow in this order: PAX8 inh HTS, PGC1a acetyl inh, ARNT-TACC3 inh, Cneo AK release, GSIS activator, LGR2 antag, C2C12 statin, PglD DTNB
CC(C)c1ccc(NC2CCCN(C(=O)c3ccnn3C)C2)cc1 (configuration not stated)
    7, 1, 0, 1, -21, -5, -16, 2
Cc1ccc(S(=O)(=O)NC(=O)C2(C)CCN2C(=O)Cc2ccc(C(C)(C)C)cc2)cc1 (configuration not stated)
    -5, /, /, -1, -1, -7, -5, -5
CCN(C(=O)COC(=O)CSc1ccc(F)cc1)c1c(N)n(Cc2ccccc2)c(=O)[nH]c1=O
    -3, 1, 1, -8, 14, 0, 1, -1
COc1ccc(-c2noc(N3CCC(C(=O)Nc4ccc(OC)cc4OC)CC3)n2)cc1
    -43, /, -5, -4, 18, 0, 8, 2
COc1ccc(N2CC(C(=O)Nc3nnc(SCC(=O)N4CCCC4)s3)CC2=O)cc1 (configuration not stated)
    /, /, -5, 2, 1, 1, /, -5
Cc1ccc(-c2csc(C(C#N)=C3CCCC3)n2)cc1
    /, -5, 3, -2, /, /, /, -5
O=C1CCC[C@@H]2C[C@@]3(C[C@@H]4CCN1[C@H]24)Nc1cc([N+](=O)[O-])ccc1NC3=NC1CCCCC1
    4, -4, 18, 1, 6, -10, -4, 4
O=S(=O)(Nc1nc2ccccc2nc1Nc1cccc(S(=O)(=O)N2CCCCC2)c1)c1ccccc1
    27, /, /, -1, -22, 46, /, 3
COc1ccc(/C=C/C2=NNC(=O)CC2)cc1
    -63, -2, -6, /, 0, -33, /, /
Cc1ccc(S(=O)(=O)Nc2ccccc2N=Cc2ccc([N+](=O)[O-])cc2[N+](=O)[O-])cc1
    -2, /, 1, /, -5, -7, /, /
CC(=O)Nc1ccc(S(=O)(=O)N(C)c2ccc(OCCOc3ccccc3F)cc2)cc1
    7, -1, -9, 0, -16, 6, -5, 6
CC(=O)N1CCCc2cc(S(=O)(=O)N(C)Cc3ccccc3)ccc21
    /, 9, -5, -1, /, /, 7, 2
COc1ccc2[nH]c(C(=O)Nc3ccc(F)cc3Br)cc2c1
    16, -6, 8, 1, 1, -7, /, -4
C[C@]12C=C[C@H](O)CC1=CCC1C2CC[C@@]2(C)C1CCC21OCCO1 (some centres not stated)
    23, -6, -5, 0, 7, 3, 12, 8
C[C@@H]1CN([C@H](C)CO)C(=O)c2cc(NC(=O)Nc3ccccc3)ccc2O[C@@H]1CN(C)Cc1ccc(C(=O)O)cc1
    -7, -5, 0, -1, 7, 8, 31, -2
COc1ccc(C(C)(O)c2nc(-c3cccc(C(C)C)c3)cs2)cc1 (configuration not stated)
    -20, -1, /, -2, -28, 2, -9, -13
Cc1ccc(C)c(N2CCN(C(=O)c3cc(S(=O)(=O)N4CCOCC4)ccc3F)CC2)c1
    -40, /, 5, /, -6, 5, /, /
COc1ccc2c(c1)CCc1c-2n[nH]c1C(=O)O
    /, 2, 0, -2, /, /, 5, -3
COc1ccc(-n2cc(CNCC3CC(=O)N(C4CC4)C3)c(-c3ccccc3Cl)n2)cc1 (configuration not stated)
    7, 3, -5, /, 0, -5, /, /
C[C@@H]1CN([C@H](C)CO)C(=O)c2cc(N(C)C)ccc2O[C@@H]1CN(C)C(=O)Nc1cccc2ccccc12
    27, -8, 16, 1, 7, 0, 20, -1

Additional compounds:
Results follow in this order: PAX8 inh HTS, PGC1a acetyl inh, ARNT-TACC3 inh, Cneo AK release, GSIS activator, LGR2 antag, C2C12 statin, PglD DTNB
CC(C)C(C(=O)NC(C)(C)C)N(CCN1CCOCC1)C(=O)CNS(=O)(=O)c1ccccc1 (configuration not stated)
    2, /, 3, -2, -5, 3, 4, 4
O=C(CCCOc1ccccc1)N1CCc2ccccc2C1
    -111, 0, 1, 14, -2, /, 0, -1
O=S(=O)(Nc1ccccn1)c1ccc(-n2cccn2)cc1
    -12, ?, /, 4, 2, -2, 2, 6
CCCNC(=O)c1[nH]c(C)c(C(C)=O)c1C
    -14, 8, 1, 0, /, /, -6, 0
CC(C)C(=O)N1CCN(c2ccccc2NC(=O)c2ccc(Br)o2)CC1
    /, -15, 0, 0, -6, 2, 1, 2
CN1CCN(C(=O)C2=C[C@@H](c3ccc(C(F)(F)F)cc3)C[C@@H](OCCCCO)O2)CC1
    6, -6, -6, -1, 6, 7, 0, 3
COc1cccc(CNC(=O)c2ccc(F)c(S(=O)(=O)N3CCCCC3)c2)c1
    20, -5, /, -2, -47, 3, 2, -3
C[C@H](CO)N1C[C@H](C)[C@H](CN(C)C(=O)Nc2ccccc2)OCCCC[C@H](C)Oc2ccc(N(C)C)cc2C1=O
    -15, 7, /, /, 11, 21, -17, /
Cc1noc(C)c1NC(=O)N(C)C[C@@H]1Oc2ccc(NC(=O)CCCCCC(=O)Nc3ccccc3N)cc2C(=O)N([C@@H](C)CO)C[C@@H]1C
    /, 3, -9, -1, -4, 6, -8, -4
COc1ccc(C(=O)N2C[C@H]3[C@@H](c4ccccc42)[C@@H](CO)N3Cc2ccccc2)cc1
    -3, -1, -2, 3, 2, -4, 14, 0
COc1ccc(C(=O)NCC(=O)O)cc1
    2, /, 0, 1, /, /, 5, 3
CCCNC(=O)c1cc(Cl)c(NC(=O)C2=C(C)OCCS2)cc1OC
    -14, /, 4, -3, /, -7, -14, -1
O=C(C[C@H]1C=C[C@H](NC(=O)C2CCC2)[C@@H](CO)O1)NCC1CC1
    0, 6, /, -6, 3, 14, -3, 3
O=C(c1c(Cl)cccc1Cl)N1CCCCCC1
    /, 2, -2, 0, 2, 7, 9, -3
O=C1c2ccccc2C(=O)N1CCCCSc1nnc2c(Cl)cc(Cl)cn12
    /, -5, 2, -3, 10, 5, 5, -10
N/C(CC(=O)Nc1ccc(F)cc1)=N\O
    36, 3, -6, 2, 4, -2, /, 1
Cn1c(=O)[nH]c(=O)c2c1nc(Br)n2C/C=N/Nc1ccccc1
    22, 8, 8, 0, 1, 7, 5, -6
Cc1cccc(Nc2ccc(NCc3ccccc3)nn2)c1
    -66, /, /, 0, 8, -80, -23, 1
O=C(NC1CCN(C(=S)Nc2ccc(F)cc2)CC1)C1CCCCC1
    -4, 18, -1, 5, 15, 2, 22, 6
O=[N+]([O-])c1ccc(-c2cn3c(n2)SCC3)cc1
    -120, 12, /, 3, -11, -47, -5, -1

Look-ups from the results shown:
PglD DTNB with COc1ccc(C(=O)NCC(=O)O)cc1 stands at 3
GSIS activator with O=S(=O)(Nc1ccccn1)c1ccc(-n2cccn2)cc1 stands at 2

Next section:
Results follow in this order: PAX8 inh HTS, PGC1a acetyl inh, ARNT-TACC3 inh, Cneo AK release, GSIS activator, LGR2 antag, C2C12 statin, PglD DTNB
CCN(CC)S(=O)(=O)c1cccc(C(=O)NCCCn2ccnc2)c1
    -8, -12, -39, /, -1, 0, 9, /
Cc1cc(-c2ccc(Cl)cc2)n2ncnc2n1
    3, ?, /, 0, 11, 15, /, 2
CCc1ccc(NC(=O)CSc2nnc(-c3ccco3)o2)cc1
    -5, /, -6, 6, 7, -1, 5, -3
O=C(c1cccnc1)N1CC(=O)N2[C@H](CO)[C@@H](c3ccc(-c4ccc(F)cc4)cc3)[C@H]2C1
    -22, 5, /, /, -6, -7, /, /
COc1ccccc1OCCn1cc(C#N)c2ccccc21
    /, -26, -12, 3, /, /, /, -1
Cc1ccc(S(=O)(=O)N2C[C@H]3[C@H]4C(=O)N(c5ccccc5)C(=O)[C@H]4CC(=O)[C@H]3[C@@H]2c2ccccc2)cc1
    -15, 7, /, 1, 7, -21, -3, -1
CC(C)NC(=O)N(C)C[C@H]1Oc2ccc(NC(=O)c3ccncc3)cc2C(=O)N([C@H](C)CO)C[C@@H]1C
    -1&-26, 1, 2&7, -3&3, 5&3, -18&-3, -17&1, 1&2
C[C@@H]1CN([C@H](C)CO)C(=O)c2cc(C#Cc3ccccc3)cnc2O[C@H]1CN(C)Cc1ccccn1
    -13, -7, 11, 1, 4, 3, 19, -1
O=C(COC(=O)c1ccc2ccccc2n1)c1ccccc1
    13, 0, 0, -3, 14, -18, 2, 3
COc1ccc(S(=O)(=O)Nc2ccc3c(c2)C(=O)N([C@@H](C)CO)C[C@@H](C)[C@H](CN(C)S(=O)(=O)c2c(C)noc2C)OCCCC[C@H](C)O3)cc1
    54, -15, 3, -1, -7, 1, /, 5
O=C(CCN1C(=O)/C(=C\c2ccccc2)SC1=S)NCCCN1CCOCC1
    25, -3, 1, -4, 18, -26, 7, -8
CCN(CC)CCn1c(NCc2ccccn2)nc2ccccc21
    /, 2, -7, 0, 12, /, 11, 5
Brc1ccc(C=Nc2ccc3c(c2)OCCOCCOCCO3)s1
    0, /, 1, -7, -7, 3, -6, 0
CCCC#Cc1cnc2c(c1)C(=O)N([C@@H](C)CO)C[C@H](C)[C@@H](CN(C)C(=O)C1CCC1)O2
    /, 0, -2, -1, -14, -5, 16, -2
COc1ccc(Nc2nc(N)nc(CN3CCC(Cc4ccccc4)CC3)n2)cc1
    19, 1, 22, 3, -30, -22, -10, -4
COc1ccccc1CN(C)C[C@@H]1OCc2cn(nn2)CCCC(=O)N([C@H](C)CO)C[C@H]1C
    -14, 1, -1, -2, 4, 7, 1, 1
COc1ccc(NS(=O)(=O)c2ccc3oc(SC4CCOC4=O)nc3c2)cc1 (configuration not stated)
    /, -3, 20, 1, -10, 23, -1, -1
COC(=O)c1cc(OC)c(OC)cc1NC(=O)c1ccc(OC)c(OC)c1
    2, 2, /, 1, /, /, -8, 0
Cc1ccc(S(=O)(=O)NC(C)(C)CSc2nncn2N)cc1
    /, 0, /, 0, /, /, -3, -3
COc1ccc(/C=C2\SC(=O)N(CCNC(=O)Cn3cnnn3)C2=O)cc1
    /, 5, -2, /, -8, -50, /, /
O=C(O)CSc1cccc[n+]1[O-]
    /, -6, -5, 0, /, /, 5, 3
Cc1cc(C)n(Cc2ccc(C(=O)Nc3ccc(Br)cc3C)o2)n1
    0, /, -4, /, -12, -22, /, /
CN1CCN(C(=O)C[C@H]2C[C@H]3c4cc(NC(=O)c5ccc6c(c5)OCO6)ccc4O[C@H]3[C@@H](CO)O2)CC1
    -33, -9, 4, -5, 34, -16, 6, 5

Rows were taken by chance. About 2.9% of those tested had a hit in this group.
